TbPYK inhibitor: blocks Trypanosoma brucei pyruvate kinase; TbPYK enzyme, Kinase-Glo Plus ATP luminescence, 45 min; 410,000 compounds, 0.12% hits; Q57TT1; Potency, µM (series often up to 76.8 µM), without a hit: top-dose activity, negative = inhibition, actives largely listed as inhibitors; further: potency means the concentration at half of the fitted maximal effect; on the % scale 0 is the no-effect control and ±100 the full control effect; nearly all actives have a fitted effect of over 50% in size
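Readout: single end-point luminescence (Kinase-Glo Plus, 10 min). Reaction conditions were TbPYK/substrate plus 130 uM ADP, 45 min at RT, pH 7.2 TEA buffer. No-enzyme wells served as controls, and data were normalized before concentration-response fitting.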
Pf growth 48h: P. falciparum growth inhibition at 48 hours (one generation); Potency, µM (doses to about 28.7 µM), inactives show at the top dose activity change, negative = inhibition, most hits filed as inhibitors; P. falciparum luciferase growth in erythrocytes, 48 h; 310,000 compounds, 5.9% hits; AID 504832; further: potency means the concentration at half of the fitted maximal effect; on the % scale 0 is the no-effect control and ±100 the full control effect
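In quantitative HTS format, infected erythrocytes bearing luciferase-reporter parasites were treated for a single generation at 37 C. Luminescence after adding detection reagent served as the growth measure.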
Pf growth 96h: P. falciparum growth inhibition at 96 hours | Potency, µM (doses to about 28.7 µM), for inactives: at the top dose activity change, negative = inhibition, actives largely listed as inhibitors | P. falciparum luciferase reporter growth, 96 h | 320,000 compounds, 6.9% hits; further: potency means the concentration at half of the fitted maximal effect; on the % scale 0 is the no-effect control and ±100 the full control effect
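Readout is luminescence from an integrated firefly luciferase in P. falciparum. Red cells, 2% hematocrit and 0.05% parasitemia final, were cultured with compound through two parasite generations (96 hours) at 37 C, 5% CO2.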
LmPK inhibitor: LmPK (Leishmania mexicana) enzyme inhibition. purified LmPK, Kinase-Glo ATP luminescence, 1 h. Q27686. AID 1721. 290,000 compounds, 0.37% hits. Potency, µM (highest dose often 57.5 µM), inactives show at the highest dose activity change, negative = inhibition, hits mostly inhibitors; further: potency means the concentration at half of the fitted maximal effect; on the % scale 0 is the no-effect control and ±100 the full control effect
Target sequence (Q27686 whole entry, looked up): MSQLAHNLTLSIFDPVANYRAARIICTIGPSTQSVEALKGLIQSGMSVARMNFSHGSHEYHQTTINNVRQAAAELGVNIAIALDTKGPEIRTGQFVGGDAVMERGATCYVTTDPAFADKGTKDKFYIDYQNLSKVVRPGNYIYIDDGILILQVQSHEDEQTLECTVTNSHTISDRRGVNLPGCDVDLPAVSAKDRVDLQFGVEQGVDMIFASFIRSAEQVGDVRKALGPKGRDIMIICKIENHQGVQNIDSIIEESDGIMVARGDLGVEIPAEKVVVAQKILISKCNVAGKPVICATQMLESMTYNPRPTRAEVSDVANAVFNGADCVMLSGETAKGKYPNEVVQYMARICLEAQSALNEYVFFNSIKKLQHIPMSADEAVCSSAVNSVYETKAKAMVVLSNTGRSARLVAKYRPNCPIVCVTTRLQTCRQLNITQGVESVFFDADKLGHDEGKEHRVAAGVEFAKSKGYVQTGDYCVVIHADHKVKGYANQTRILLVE
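Screened at intermediate enzyme activity to detect both inhibitors and activators: LmPK at 0.1 nM, with a 0.5 nM enzyme column as activation reference. PEP 0.5 mM, ADP 0.1 mM; ATP detected by luminescence after 1 h.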
AmpC no deterg: inhibitors of E. coli AmpC beta-lactamase without detergent; P00811; AmpC nitrocefin hydrolysis, absorbance 480 nm, 0.0001% Triton; Potency, µM (titrated, usually from 57.1 µM), without a hit: at the highest dose activity change, negative = inhibition, actives largely listed as inhibitors; 330,000 compounds, 0.52% hits; AID 485341;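 further: potency means the concentration at half of the fitted maximal effect; plate controls were no compound for no effect and no enzyme for full effect; nearly all actives have a fitted effect of over 20% in size; some results filed as inactive show a strong effect at the top dose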
Target sequence (P00811 whole entry, looked up): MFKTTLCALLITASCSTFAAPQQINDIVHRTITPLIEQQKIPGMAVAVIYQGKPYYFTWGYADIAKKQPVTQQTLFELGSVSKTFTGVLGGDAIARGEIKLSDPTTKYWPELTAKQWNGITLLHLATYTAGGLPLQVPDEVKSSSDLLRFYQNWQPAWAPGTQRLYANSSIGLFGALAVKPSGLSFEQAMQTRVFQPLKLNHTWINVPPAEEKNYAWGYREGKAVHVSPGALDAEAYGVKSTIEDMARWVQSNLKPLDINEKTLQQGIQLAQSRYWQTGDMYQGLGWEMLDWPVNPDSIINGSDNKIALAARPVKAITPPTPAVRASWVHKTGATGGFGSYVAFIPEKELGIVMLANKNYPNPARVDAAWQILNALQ
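20 mM phosphate pH 7.0 + 0.01% (detergent screen) or 0.0001% Triton X-100; 5.3 nM AmpC reagent; cpd preinc 15 min RT; nitrocefin (800 uM stock) to start; A480 q20 s × 4 min; Activity was normalised to no-enzyme and no-compound control wells.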
Shiga toxin inh: inhibitors of Shiga toxin in Vero cells; Vero cells, Shiga toxin protein synthesis inhibition reporter; inhibition, % at 38.7 µM; 290,000 compounds, 9.2% hits; in the data active means inhibition mostly above about 28%, no sharp cut-off; inactive means mostly below about 43%; further: 0% is about no effect
Cycloheximide cs: counter-screen hit for Shiga toxin inhibitors, cycloheximide | cell reporter, cycloheximide protein synthesis inhibition counterscreen | max response, % | 300,000 compounds, 12% hits | AID 2314; in the data active means max response mostly above about 13%, no sharp cut-off; inactive means mostly below about 14%; further: read at 38.3 µM for the half of the compounds with a filed dose; 0% is about no effect
An asterisk follows results filed as active; ? = inconclusive; . = not tested or not shown; [ ] = another dose, or the depositor's remark. Unless noted, the call rests on the fitted dose curve; in most records, active means well fitted curve in the direction sought with a large enough effect; inconclusive means small, poorly fitted or top-dose-only effect, or another doubt; inactive means no such curve, though single readings can be large; an effect the other way counts as inactive or inconclusive. Rows were taken by chance; any-hit rate near 22%.

SMILES | TbPYK inhibitor | Pf growth 48h | Pf growth 96h | LmPK inhibitor | AmpC no deterg | Shiga toxin inh | Cycloheximide cs
COc1cc(CN2CCNC(=O)C2CC(=O)N(C)Cc2ncc[nH]2)cc(OC)c1 (centres undefined) | -14% | 18% | ? | 4% | -8% | -19 | 1
COc1cccc(NC(=O)C2CCN(c3ncccn3)CC2)c1 | 4% | 30%[activator] | -16% | -3% | 1% | 25* | 11*
CCOC(=O)c1ccc(Oc2nc(NC(C)(C)C)nc(N(C)C)n2)cc1 | -9% | . | 74%[activator] | 11% | 32% | -9 | 3
CC(C)(C)OC(=O)N1CCC(C(=O)NCC2CCCO2)CC1 (centres undefined) | -2% | 1% | -30% | -3% | -4% | -7 | -2
Cc1cc(C)cc(OCCNS(=O)(=O)c2cccs2)c1 | -10% | ? | 32%[activator] | -1% | -14% | -5 | 4
Cc1ccccc1OCc1nc(-c2cccnc2)no1 | -1% | 3% | ? | 2% | -18% | -2 | -5
Cc1ccc(C(=O)CCC2CCCC2=O)cc1 (centres undefined) | 1% | 97%[activator] | 87%[activator] | -8% | -8% | 53* | 50*
COc1ccc(C(=O)Nc2cccc(S(C)(=O)=O)c2)cc1 | 1% | -11% | -9% | -2% | -22% | 22 | -3
CCN(c1ccccc1)S(=O)(=O)c1cccc(C(=O)NCCOc2ccccc2OC)c1 | -23% | ? | ? | . | 1% | . | .
O=[N+]([O-])c1cccc(/C=N/Nc2nc(C(Cl)(Cl)Cl)nc3ccccc23)c1 | 5% | 1µM* | ? | -1% | -16% | -11 | 1
O=C1NC(c2cccs2)Nc2ccccc21 (centres undefined) | ? | . | ? | 4% | -21% | 38* | 21*
CC1CCc2[nH]c3ccc(C(=O)N(C)CC(=O)Nc4ccccc4Cl)cc3c2C1 (centres undefined) | -4% | ? | -12% | . | -11% | . | .
O=C(CSc1nc2ccccc2[nH]1)Nc1nc(-c2cccc(Br)c2)cs1 | -18% | -29% | ? | 1% | -56% | -2 | 11
COc1ccc(/C=N/Nc2nc(C)cc(=O)[nH]2)cc1OC | 4% | ? | ? | -3% | -20% | -5 | -2
CC1CCN(c2nc3c(N)ncnc3n2[C@@H]2O[C@H](CO)[C@@H](O)[C@H]2O)CC1 | 3% | 2% | 35%[activator] | 11% | -6% | -7 | -5
CC(=O)c1c(-c2ccccc2)c2cc([N+](=O)[O-])ccc2[nH]c1=O | 2% | ? | 11% | 2% | -35% | 1 | -7
CCn1c(P(C)(=O)O)nc2ccccc21 | -1% | 10% | ? | 1% | -15% | -14 | -9
O=C(CCNc1ccccc1)c1cccc([N+](=O)[O-])c1 | 3% | 33%[activator] | 53%[activator] | 0% | -32% | 10 | 15
O=C(NCc1ccco1)C1CCCCC1 | 4% | 6% | ? | 0% | -5% | -15 | -8
COc1ccc(-n2nc([N+](=O)[O-])c(=NCc3ccco3)n2O)cc1 | 3% | 301%[activator] | 31%[activator] | 7% | -24% | 80* | 30*
O=C(Nc1ccccc1C(F)(F)F)c1ccc(CN2CCC(Cc3ccccc3)CC2)cc1 | 6% | 13µM* | 10µM* | 2% | 98%[activator] | -13 | -2
C/C(=N\N)c1c(-c2ccccc2)c2cc(C)ccc2[nH]c1=O | -6% | 12% | -3% | -2% | 1% | 4 | -2
CN(C)CCCN(C(=O)c1ccc(S(=O)(=O)N2CCc3ccccc32)cc1)c1nc2ccc(Cl)cc2s1 | 0% | 10µM* | 5.2µM* | -8% | 152%[activator] | -16 | 10
COc1cc(CNCc2c[nH]c3ccccc23)cc(OC)c1 | -8% | ? | ? | 2% | -34% | -21 | -2
COc1ccc(NC(=S)Nc2nc(CC(=O)Nc3ccccc3OC)cs2)cc1 | -2% | -5% | 55%[activator] | 2% | -58% | -22 | -2
Cc1ccc(N2CC(=O)N(NC(=O)CN3CCN(c4ccccc4)CC3)CC2=O)cc1 | -7% | 0% | 0% | -7% | 1% | 7 | -2
O=C1C=C(c2cc(C(F)(F)F)cc(C(F)(F)F)c2)C[C@@H](c2ccc(Cl)cc2)C1 | 2% | ? | ? | . | -15% | . | .
CN(C(=O)c1cc(COc2ccc(F)cc2Cl)on1)C1CCCc2ccccc21 (centres undefined) | -2% | ? | -2% | -3% | 0% | 6 | 1
COc1cc2[nH]c3c(=O)n(CCN4CCCCC4)cnc3c2cc1OC | 1% | -16% | -10% | 4% | -31% | -15 | -4
O=C(NC(=S)Nc1ccccc1C(=O)O)c1ccc2ccccc2c1 | -9% | 56%[activator] | 0% | -1% | -36% | 32 | 15*

Carrying on.
canonical_smiles | TbPYK inhibitor | Pf growth 48h | Pf growth 96h | LmPK inhibitor | AmpC no deterg | Shiga toxin inh | Cycloheximide cs
O=[N+]([O-])c1ccccc1Nc1ccc(O)cc1 | -1% | 3% | 0% | -2% | -23% | -30 | -2
CCCCNC(=O)CCn1c(=O)c2ccccc2n(CC(=O)N2CC(C)CC(C)C2)c1=O (centres undefined) | -8% | 23% | 59%[activator] | 9% | 24% | -10 | -2
CSc1cnc2c(N)nc(N(C)C)nc2n1 | 2% | 27% | 6% | -3% | -15% | 22 | -1
CCn1cc(CN2CCC(C(=O)Nc3ccc(Oc4cccnc4)cc3)CC2)cn1 | -12% | 13µM* | 12% | -11% | 17% | -19 | -2
O=C(c1csc2c1CCCC2)N1CCCCC1 | 3% | -15% | -19% | -2% | -7% | -5 | 1
Cc1ccc(S(=O)(=O)N(CC(=O)O)Cc2ccccc2)cc1 | -1% | 12% | -15% | -4% | -20% | -22 | 0
Cc1ccc2cccc(OC(=O)N3CCCC3)c2n1 | 7% | 10% | . | 6% | -10% | 2 | -4
Cc1ccccc1CC(=O)NC1CCN(Cc2ccccc2)CC1 | 4% | -12% | -14% | -1% | -7% | -2 | 1
CCOC(=O)C1(Cc2ccc(OC)cc2)CCN(C(=O)CCN2CCCC2=O)CC1 | 1% | ? | 22% | -1% | 69%[activator] | 19 | 17*
CCOC(=O)C1=C(COC(=O)C2(C)CC2(Cl)Cl)NC(=O)NC1c1ccccc1 (centres undefined) | -15% | -27% | -9% | 10% | 1% | -15 | -2
CC1CCC(NC(=O)CCS(=O)(=O)c2ccc3c(c2)NC(=O)CO3)CC1 (centres undefined) | -21% | 1% | 51%[activator] | 9% | -27% | -4 | -5
CC(C)(C)c1cc(NC(=O)c2cccc([N+](=O)[O-])c2)no1 | -11% | 394%[activator] | -58% | 0% | -19% | 92* | 59*

7 successive records already listed, for reference:
canonical_smiles | TbPYK inhibitor | Pf growth 48h | Pf growth 96h | LmPK inhibitor | AmpC no deterg | Shiga toxin inh | Cycloheximide cs
O=[N+]([O-])c1ccccc1Nc1ccc(O)cc1 | -1% | 3% | 0% | -2% | -23% | -30 | -2
CCCCNC(=O)CCn1c(=O)c2ccccc2n(CC(=O)N2CC(C)CC(C)C2)c1=O (centres undefined) | -8% | 23% | 59%[activator] | 9% | 24% | -10 | -2
CSc1cnc2c(N)nc(N(C)C)nc2n1 | 2% | 27% | 6% | -3% | -15% | 22 | -1
CCn1cc(CN2CCC(C(=O)Nc3ccc(Oc4cccnc4)cc3)CC2)cn1 | -12% | 13µM* | 12% | -11% | 17% | -19 | -2
O=C(c1csc2c1CCCC2)N1CCCCC1 | 3% | -15% | -19% | -2% | -7% | -5 | 1
Cc1ccc(S(=O)(=O)N(CC(=O)O)Cc2ccccc2)cc1 | -1% | 12% | -15% | -4% | -20% | -22 | 0
Cc1ccc2cccc(OC(=O)N3CCCC3)c2n1 | 7% | 10% | . | 6% | -10% | 2 | -4

New compounds follow
canonical_smiles | TbPYK inhibitor | Pf growth 48h | Pf growth 96h | LmPK inhibitor | AmpC no deterg | Shiga toxin inh | Cycloheximide cs
CCOc1ccc(-c2nc(S(=O)(=O)c3ccccc3)c(N3CCC(C(N)=O)CC3)o2)cc1 | 15% | ? | 15µM* | -3% | 16% | -5 | -1
CCCCn1c(=O)c(C(=O)Nc2ccsc2C(=O)OC)c(O)c2ccccc21 | 0% | 36%[activator] | 33%[activator] | -8% | -11% | -9 | -2
Cc1ccccc1-n1c(Cn2c(=O)sc3ccccc32)nnc1SC(C)C | -10% | -9% | -2% | 9% | 33% | 0 | -1
COC(=O)c1ccc2c(c1)C(C)(C)C(/C=C/c1ccc(O)cc1)=[N+]2C | ? | ? | 5.2µM* | ? | ? | -26 | -10
CN(Cc1ccccc1)S(=O)(=O)c1ccc(Cl)c(C(=O)NCCc2ccccn2)c1 | -3% | 37%[activator] | -8% | 4% | 41% | -8 | 2
COC(=O)CCCSc1nccn1-c1ccccc1 | -2% | 29% | 30%[activator] | -1% | 2% | 37 | 2
Cc1cc(C)cc(OCC(=O)Nc2cccc(S(=O)(=O)NC3=NCCC3)c2)c1 | 1% | ? | ? | . | -9% | . | .
NC(=O)CSc1nc(C23CC4CC(CC(C4)C2)C3)nc2ccccc12 | -1% | ? | -21% | 4% | 22% | -9 | 6
C/C(=N\Nc1ccc(F)cc1F)c1ccc(F)cc1 | . | 10% | 21% | 1% | -26% | -14 | -2
O=C(O)C1=C(Nc2ccccc2)OCC1=O | 2% | 40%[activator] | 0% | -10% | -22% | 11 | -5
Cc1ccc(-c2csc3ncnc(N4CCN(c5ccccc5O)CC4)c23)cc1 | 1% | 9.3µM* | 10µM* | -2% | -5% | -1 | -2
COc1ccc(CCNc2nc(=S)[nH]c3cc(OC)c(OC)cc23)cc1OC | -8% | ? | ? | 2% | -24% | -17 | -3
CC(=O)Nc1c(C(=O)c2ccc(F)cc2)oc2ccccc12 | 2% | 14% | -9% | 6% | -19% | -11 | -5
COC(=O)C1C(=O)C2=C(CC1C)NC(C)=C(C(=O)OC(C)C)C2c1ccc(C)o1 (centres undefined) | -7% | ? | . | 0% | 22% | -7 | 11
Cc1nnc(SCC(=O)N2CCN(Cc3ccccc3)CC2)s1 | -5% | -5% | -20% | 3% | 30% | 2 | 2

Entries of single compounds, looked up by structure. Screens in order: TbPYK inhibitor | Pf growth 48h | Pf growth 96h | LmPK inhibitor | AmpC no deterg | Shiga toxin inh | Cycloheximide cs
Listed for COC(=O)c1ccc2c(c1)C(C)(C)C(/C=C/c1ccc(O)cc1)=[N+]2C = ? | ? | 5.2µM* | ? | ? | -26 | -10
Listed for COc1ccc(CCNc2nc(=S)[nH]c3cc(OC)c(OC)cc23)cc1OC = -8% | ? | ? | 2% | -24% | -17 | -3
Listed for C/C(=N\Nc1ccc(F)cc1F)c1ccc(F)cc1 = . | 10% | 21% | 1% | -26% | -14 | -2
Listed for CCCCn1c(=O)c(C(=O)Nc2ccsc2C(=O)OC)c(O)c2ccccc21 = 0% | 36%[activator] | 33%[activator] | -8% | -11% | -9 | -2
